Kir21 inh – inhibitors of mouse Kir2.1 inward-rectifier potassium channel | B-score at 10 µM | HEK293-Kir2.1, FluxOR thallium flux fluorescence; stronger effect = lower value | hit rate 0.85% among 310,000 | Inward rectifier potassium channel 2 (Mus musculus), P35561;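 active means fluorescence ratio B-score at or below minus 3 SD of library scores, with starting-brightness B-score within 2 SD, cut at about -4.2 in these data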;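 further: channel flux triggered by added potassium and thallium sulfate stimulus; B-score of peak minus minimum fluorescence over baseline after thallium stimulus; more negative B-score means stronger Kir2.1 block with less thallium influx; some compounds called inactive have numbers as strong as hits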
Target sequence (P35561 whole entry, looked up): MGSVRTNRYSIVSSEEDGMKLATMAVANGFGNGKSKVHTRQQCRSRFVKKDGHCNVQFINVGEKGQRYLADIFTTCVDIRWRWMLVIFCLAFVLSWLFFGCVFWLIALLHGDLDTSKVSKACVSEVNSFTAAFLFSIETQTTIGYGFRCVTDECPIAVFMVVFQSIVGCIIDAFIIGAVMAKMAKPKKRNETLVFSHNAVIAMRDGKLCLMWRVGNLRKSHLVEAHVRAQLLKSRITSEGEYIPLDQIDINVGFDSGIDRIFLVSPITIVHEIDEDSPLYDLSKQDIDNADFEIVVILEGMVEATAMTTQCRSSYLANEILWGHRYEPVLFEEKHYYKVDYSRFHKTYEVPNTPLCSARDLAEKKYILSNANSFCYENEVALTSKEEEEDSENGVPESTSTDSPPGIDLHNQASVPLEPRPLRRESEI
STK33 kinase inh – inhibitors of purified STK33 kinase, primary screen, biochemical, ADP-Glo luminescence, homogeneous, cell-free | inhibition, % at 10 µM | Serine/threonine-protein kinase 33 (Homo sapiens), Q9BYT3 | MBP phosphorylation | hit rate 0.073% among 320,000;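 active means inhibition at or above 25%, using the most active replicate where run in duplicate; inactive means inhibition below 25%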
Target sequence (Q9BYT3 whole entry, looked up): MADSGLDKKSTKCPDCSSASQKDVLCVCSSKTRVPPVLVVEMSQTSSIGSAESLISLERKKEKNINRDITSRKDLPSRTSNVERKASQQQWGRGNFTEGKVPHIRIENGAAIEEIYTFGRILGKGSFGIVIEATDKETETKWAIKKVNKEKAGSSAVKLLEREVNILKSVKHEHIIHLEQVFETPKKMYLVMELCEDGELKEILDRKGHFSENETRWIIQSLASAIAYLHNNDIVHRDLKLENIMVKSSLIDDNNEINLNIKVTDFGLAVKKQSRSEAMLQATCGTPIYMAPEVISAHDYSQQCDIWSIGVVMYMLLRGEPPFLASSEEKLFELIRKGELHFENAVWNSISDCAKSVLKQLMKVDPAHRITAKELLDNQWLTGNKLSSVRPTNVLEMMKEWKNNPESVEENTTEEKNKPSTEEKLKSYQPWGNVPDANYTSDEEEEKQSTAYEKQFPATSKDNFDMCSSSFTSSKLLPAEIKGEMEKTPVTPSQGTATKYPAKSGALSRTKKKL
Active calls of the source: *.

Screening O=C(CSc1ccccn1)Nc1ccc2c(c1)C(=O)c1ccccc1C2=O returned Kir21 inh -0.09 and STK33 kinase inh 0.2.
`CN1C(=O)c2cccc3c(N(C)C)ccc(c23)C1=O` gave Kir21 inh -2.7 and STK33 kinase inh 7.8.
`COc1ccc(CNC(=O)C2CCN(C(=O)c3csc(Nc4ccc(C)cc4)n3)CC2)cc1` gave Kir21 inh 0.03 and STK33 kinase inh -3.1.
For O=C(CN1CCN(Cc2ccccc2F)C1=O)NCc1cccnc1 the results were Kir21 inh 1.2 and STK33 kinase inh -1.2.
`O=S(=O)(c1ccc(SCc2ccc(Cl)cc2)nc1)N1CCCC1` gave STK33 kinase inh -0.8.
For O/N=C1\CC2(Cc3nonc31)OCCO2 the results were Kir21 inh -0.86 and STK33 kinase inh -1.9.
Screening CCN(Cc1cc(=O)n2ccsc2n1)c1cccc2ccccc12 returned Kir21 inh -0.1 and STK33 kinase inh -0.9.
For O=C(Cc1ccccc1)c1nnc(-c2ccccc2)o1 the results were Kir21 inh -0.08 and STK33 kinase inh -2.2.
Screening O=C(CNC(=O)c1ccccc1)OCCOc1cccc(Cl)c1 returned Kir21 inh 0.52 and STK33 kinase inh -1.0.
O=S(=O)(c1ccc(F)cc1)N1CCCN(Cc2c(F)cccc2F)CC1 was read as Kir21 inh 0.15 and STK33 kinase inh -0.5.
CCCCOC(=O)Nc1ccc2c(C)cc(=O)oc2c1 was read as Kir21 inh 0.33 and STK33 kinase inh -0.8.
Cn1c(O)c(C2=c3ccccc3=NC2=O)sc1=Nc1ccc(Cl)cc1 was read as Kir21 inh 1.1 and STK33 kinase inh -1.4.
`Nc1ccn(C2CC(O)C(CO)O2)c(=O)n1` (stereo not given) gave Kir21 inh -0.54 and STK33 kinase inh -2.3.
COc1ccc(Cl)cc1NC(=O)CN(C)C(=O)c1ccc(N2CCCCCC2)c([N+](=O)[O-])c1 was read as Kir21 inh -1.8 and STK33 kinase inh -0.1.
`Cc1ccc(OCCOCCOc2cccc3cccnc23)c(Br)c1` gave Kir21 inh -1.9 and STK33 kinase inh 1.1.

Structural class, the entries above with fluorine
For O=C(CN1CCN(Cc2ccccc2F)C1=O)NCc1cccnc1 the results were Kir21 inh 1.2 and STK33 kinase inh -1.2.
O=S(=O)(c1ccc(F)cc1)N1CCCN(Cc2c(F)cccc2F)CC1 was read as Kir21 inh 0.15 and STK33 kinase inh -0.5.

Further records follow:
For Cc1ccc(NC(=O)C2CSC3(C)CCC(=O)N23)cc1S(=O)(=O)N1CCOCC1 (stereo not given) the results were STK33 kinase inh 0.0.
`C=CCc1cc(/C=C2/NC(=S)NC2=O)cc(OC)c1O` gave Kir21 inh 0.04 and STK33 kinase inh -1.0.
Screening CCN(C[C@H]1N[C@@](C)(C(=O)OC)[C@H]2C(=O)N(C)C(=O)[C@@H]12)C(=O)c1ccc(C)cc1 returned STK33 kinase inh 1.3.
Cc1c(/C=N/N=C2\CCC3C4CCc5cc(O)ccc5C4CCC23C)cnn1C (stereo not given) was read as Kir21 inh 0.28 and STK33 kinase inh -1.5.
Cc1csc(NC(=O)C2CSC3(C)CCC(=O)N23)n1 (stereo not given) was read as Kir21 inh -1.4 and STK33 kinase inh -0.5.
`COc1ccc(C2(c3ccc(OC(C)=O)cc3OC(C)=O)CC(c3ccccc3)NC(=S)N2)cc1` (stereo not given) gave Kir21 inh -0.96 and STK33 kinase inh -1.3.
Screening Cc1cc(C)c2ccc(NN)nc2c1O returned Kir21 inh 1.1 and STK33 kinase inh 0.7.
COc1cc(C2OC(c3cc(OC)c(OC)c(OC)c3)C(C)C2C)cc(OC)c1OC (stereo not given) was read as Kir21 inh -1.6 and STK33 kinase inh -0.8.
O=C(NC1CCCCC1)C(c1ccc(F)cc1)N(CCc1ccccc1)C(=O)CN1C(=O)c2ccccc2S1(=O)=O (stereo not given) was read as Kir21 inh 0.1 and STK33 kinase inh 0.4.
O=C(Nc1sc2c(c1C(=O)c1ccccc1)CCCC2)c1cccnc1 was read as Kir21 inh 0.7 and STK33 kinase inh 0.2.
Screening CCOc1ccc2c(c1)s/c(=N\S(=O)(=O)c1ccc(OC)cc1)n2C(F)F returned Kir21 inh 0.18 and STK33 kinase inh 0.3.
Cc1ccc(-c2nc(N/N=C/c3cccc([N+](=O)[O-])c3)c3ccccc3n2)cc1 was read as Kir21 inh 0.3 and STK33 kinase inh -0.7.
`CCOC(=O)Cn1c(=NC(=O)CN2C(=O)CCC2=O)sc2cc(S(N)(=O)=O)ccc21` gave Kir21 inh 0.18 and STK33 kinase inh -3.1.
COC(=O)c1oc2ccc(Br)cc2c1-n1cccc1 was read as Kir21 inh -0.97 and STK33 kinase inh -1.6.
Screening O=C(NC1CCCCC1)Nn1c(-c2ccccc2)nc2ccccc2c1=O returned Kir21 inh 0.35.
`OCCC1CN(Cc2ccc(Oc3ncccn3)cc2)CCN1C1CCCC1` (stereo not given) gave Kir21 inh -0.53 and STK33 kinase inh -1.1.
Cc1c(NC(=O)c2c(F)cccc2F)c(=O)n(-c2ccccc2)n1C was read as Kir21 inh -0.28 and STK33 kinase inh -0.4.
COc1ccc(OC)c(C2Nc3c(Cl)ccc(C(=O)O)c3C3C=CCC32)c1 (stereo not given) was read as Kir21 inh -0.64 and STK33 kinase inh -2.5.
`O=C(O)C1CCN(S(=O)(=O)c2ccc(N3CCOCC3)c([N+](=O)[O-])c2)CC1` gave Kir21 inh 0.76 and STK33 kinase inh -0.6.
`CCOC(=O)C1CCN(C(=O)COc2ccc(S(=O)(=O)N3CCOCC3)cc2)CC1` gave Kir21 inh 1.2 and STK33 kinase inh -2.2.
For OC(COc1ccccc1)CN(Cc1ccccc1)CC(O)COc1ccccc1 (stereo not given) the results were STK33 kinase inh 1.2.
`CNC(=S)N/N=C/c1ccc(-c2cccc(C(=O)O)c2)o1` gave Kir21 inh 0.79 and STK33 kinase inh 1.0.
COc1ccc(C(=O)NN(C)c2nc(-c3ccccc3)cc(C)c2S(C)(=O)=O)cc1 was read as Kir21 inh -0.4 and STK33 kinase inh 0.6.
`OCCCc1nc2n(n1)C(c1ccccc1Cl)C=C(c1cccs1)N2` (stereo not given) gave Kir21 inh -2.5 and STK33 kinase inh 7.7.
For O=C(CCCCCC(=O)N(CCO)CCO)N(CCO)CCO the results were Kir21 inh 1.3 and STK33 kinase inh -1.7.
For COC(=O)CN1C(=O)N/C(=C/c2ccc(C)o2)C1=O the results were Kir21 inh -1.7 and STK33 kinase inh 1.3.
Cc1cccc(Cl)c1OCCCCn1ccnc1 was read as Kir21 inh -0.42 and STK33 kinase inh 2.8.
`O=C(NCc1cc(C(F)(F)F)ccc1Cl)c1cccc2c1C(=O)c1ccc(N3CCC(Cc4ccccc4)CC3)cc1S2(=O)=O` gave STK33 kinase inh 0.7.
`OCCC1CN(Cc2cccn2-c2nccs2)CCN1Cc1ccc(F)c(F)c1` (stereo not given) gave Kir21 inh -1.1 and STK33 kinase inh 0.0.
`COc1ccc(CCC(=O)Nc2ccc(OC)c(S(=O)(=O)N3CCCCC3)c2)cc1OC` gave STK33 kinase inh 0.4.

Filtered by structure: the entries above containing bromine.
`Cc1ccc(OCCOCCOc2cccc3cccnc23)c(Br)c1` gave Kir21 inh -1.9 and STK33 kinase inh 1.1.
COC(=O)c1oc2ccc(Br)cc2c1-n1cccc1 was read as Kir21 inh -0.97 and STK33 kinase inh -1.6.

The results go on:
For CC(=O)Nc1ccc(NC(=S)NC(=O)/C=C/c2ccccc2)cc1 the results were Kir21 inh -0.53 and STK33 kinase inh -0.2.
`Cc1ccc(S(=O)(=O)NCc2csc(C)n2)c(C)c1` gave Kir21 inh 0.41 and STK33 kinase inh -0.4.
For CN(C)CCCN(C(=O)CCSc1ccccc1)c1nc2cc3c(cc2s1)OCO3 the results were Kir21 inh 0.75 and STK33 kinase inh 0.6.
Cc1ccc(C)c(NC(=O)Cn2nnc(C(=O)NCc3cccs3)c2N)c1 was read as Kir21 inh 0 and STK33 kinase inh 0.0.
O=C(CN1CCN(Cc2ccccc2Cl)C1=O)NCc1cccnc1 was read as Kir21 inh 0.6 and STK33 kinase inh -1.2.
For O=c1oc2ccccc2c(O)c1/C=N/c1ccccn1 the results were Kir21 inh 0.28 and STK33 kinase inh -2.0.
COc1ccc2[nH]c(C)c(C(=O)CN(C)C)c2c1 was read as Kir21 inh 1.2 and STK33 kinase inh -1.5.
Screening Cc1cccc(CCNC(=O)C2CCC(CNc3c(N4CCCC4)c(=O)c3=O)CC2)c1 (stereo not given) returned Kir21 inh 0.05 and STK33 kinase inh -1.4.
COc1ccc(-n2ccc(=O)c(C(=O)Nc3ccc(S(=O)(=O)Nc4nccs4)cc3)n2)cc1 was read as Kir21 inh 0.75 and STK33 kinase inh 0.7.
`CCSc1nc2c(cnn2-c2ccccc2)c(=O)n1N` gave Kir21 inh -1 and STK33 kinase inh -0.8.
CS(=O)(=O)Nc1ccc(C(=O)Nc2ccc(S(=O)(=O)Nc3nccs3)cc2)cc1 was read as Kir21 inh 0.01 and STK33 kinase inh 0.8.
Screening COc1ccc(CNC(=O)/C=C/c2cc([N+](=O)[O-])ccc2OC(F)F)cc1OC returned Kir21 inh 0.35 and STK33 kinase inh -0.9.
For CC(OC(=O)CCCSc1nc2ccccc2s1)C(=O)NC(N)=O (stereo not given) the results were Kir21 inh -1.4 and STK33 kinase inh -0.2.
`Cc1cc(-c2nnc(SCCC(=O)Nc3ccccc3)o2)no1` gave Kir21 inh 0.54 and STK33 kinase inh -1.3.
`Cc1cccc(C)c1NC(=O)CNC(=O)c1ccncc1` gave Kir21 inh -2 and STK33 kinase inh -1.3.

Reprinted at random: 4 compounds from above.
CS(=O)(=O)Nc1ccc(C(=O)Nc2ccc(S(=O)(=O)Nc3nccs3)cc2)cc1 was read as Kir21 inh 0.01 and STK33 kinase inh 0.8.
`Cc1cccc(C)c1NC(=O)CNC(=O)c1ccncc1` gave Kir21 inh -2 and STK33 kinase inh -1.3.
`CCSc1nc2c(cnn2-c2ccccc2)c(=O)n1N` gave Kir21 inh -1 and STK33 kinase inh -0.8.
For CN(C)CCCN(C(=O)CCSc1ccccc1)c1nc2cc3c(cc2s1)OCO3 the results were Kir21 inh 0.75 and STK33 kinase inh 0.6.

The list goes on:
Screening Cn1c(-c2ccc(N)cc2)nc2ccccc21 returned STK33 kinase inh 1.4.
COc1ccc(NC(=O)Cn2cc(C(=O)C3CC3)c3ccccc32)cc1 was read as Kir21 inh 0.17 and STK33 kinase inh -0.6.
Cc1ccccc1-c1nc(CS(=O)(=O)CC(=O)NCCCN2CC(C)CC(C)C2)c(C)o1 (stereo not given) was read as Kir21 inh 0.28 and STK33 kinase inh -1.1.
`COc1ccc(NC(=O)CCCn2c(=O)c3sccc3n(Cc3cccc(C)c3)c2=O)cc1` gave Kir21 inh 1.9 and STK33 kinase inh -1.4.
COc1ccc(CNC(=O)CNS(=O)(=O)c2cccs2)cc1 was read as Kir21 inh 0.03 and STK33 kinase inh -0.8.
`COc1cc2c(cc1OC)C(C1C(=O)CC(C)CC1=O)N(C(=O)CCl)CC2` (stereo not given) gave Kir21 inh 1.1 and STK33 kinase inh -0.3.
For O=C(NNS(=O)(=O)c1ccc(F)cc1)C1CCN(Cc2cccc(F)c2)CC1 the results were Kir21 inh 0 and STK33 kinase inh -0.8.
For O=C(CSc1n[nH]c(-c2ccccc2Br)n1)NC(=O)NCc1ccco1 the results were Kir21 inh 0.9 and STK33 kinase inh -1.2.
For Cc1ccc(S(=O)(=O)Cc2ccc(C(=O)NCCCN3CCCC3=O)o2)cc1 the results were Kir21 inh 0 and STK33 kinase inh -0.1.
Screening Cc1ccc(OCc2cc(C(=O)N(C)Cc3cnn(-c4ccccc4C)c3)no2)cn1 returned Kir21 inh 0.83 and STK33 kinase inh -1.3.
For COc1ccc(S(=O)(=O)Nc2ccc(F)c(F)c2)cc1C(=O)N1CCOCC1 the results were Kir21 inh -1.3 and STK33 kinase inh -3.4.
Screening COC(=O)Cc1[nH]nc2c1C(c1c[nH]c3ccccc13)C(C#N)=C(N)O2 (stereo not given) returned Kir21 inh 0.07 and STK33 kinase inh 3.6.
CC(C)CC(COCc1ccc(Cl)cc1)N1CCN(C(=O)c2ccc(Cl)cc2Cl)CCC1=O (stereo not given) was read as Kir21 inh 0.85 and STK33 kinase inh -1.8.
`Cc1ccc(S(=O)(=O)N2CCC(C(=O)Nc3nnc(C4CCCC4)s3)CC2)cc1` gave Kir21 inh 0.07 and STK33 kinase inh -3.2.
Screening CCOC(=O)c1ccc(-c2c(-c3ccccc3OC)oc3ccccc23)cc1F returned STK33 kinase inh -1.8.
For CCOC(=O)C1CCCN(C(=O)c2ccc(Cn3c(=S)[nH]c4cc(C(=O)OC)ccc4c3=O)cc2)C1 (stereo not given) the results were Kir21 inh 2.1 and STK33 kinase inh 0.2.
Screening CN(CC(=O)N1CCN(c2ccc(F)cc2)CC1)S(=O)(=O)c1ccc2c(c1)c(=O)n(C)c(=O)n2C returned Kir21 inh 1.5 and STK33 kinase inh -1.5.
Screening NS(=O)(=O)c1ccc(NC2=CC(c3ccc(F)cc3)N(c3ccc(S(N)(=O)=O)cc3)C2=O)cc1 (stereo not given) returned Kir21 inh -0.96 and STK33 kinase inh -0.9.
`CN1c2ccsc2/C(=N/Nc2ccc(F)cc2)CS1(=O)=O` gave Kir21 inh 0.65 and STK33 kinase inh -1.0.
For Cc1ccc(OC(=S)Nc2ccccc2)c(C)c1 the results were Kir21 inh 0.02 and STK33 kinase inh -0.9.
`O=C(NCc1cccnc1)c1ccc2c(c1)C(=O)N(Cc1ccccc1)C2=O` gave Kir21 inh 2.6 and STK33 kinase inh -1.6.
`CC1(C)CC(NC(=S)Nc2ccc([N+](=O)[O-])cc2)CC(C)(C)N1` gave Kir21 inh -0.15 and STK33 kinase inh -0.5.

Bioassay records from PubChem BioAssay.
